# Tau fil binding: binders of human tau filaments | P10636 | recombinant tau filaments, thioflavin S fluorescence, 15 h; filaments grown with octadecylsulfate alongside compound | Potency, µM (titrated, usually from 57.1 µM), without a hit: at the highest dose activity change, negative = inhibition | 71,000 compounds, 2% hits | AID 596;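 also: potency is read from the fitted curve at half-maximal effect; % is scaled to controls: 0 for no effect and ±100 for the full control effect; actives lower thioflavin S fluorescence by blocking filaments or displacing dye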
#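 Quantitative HTS: thioflavine S signal from ODS-induced tau filaments, excited at 450 nm, emission 510 nm. Conditions: 1 uM tau, 30 uM ODS, 15 h at 37 C, pH 7.4.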
# ERK AVP inh: inhibitors of vasopressin-stimulated ERK signaling pathway. HEK293-V1b, vasopressin-stimulated pERK AlphaScreen. Potency, µM (top dose mostly 57.5 µM), for the others: at the highest dose activity, negative = inhibition, hits mostly inhibitors. 72,000 compounds, 0.99% hits; also: potency is read from the fitted curve at half-maximal effect; % is scaled to controls: 0 for no effect and ±100 for the full control effect; nearly all actives have a fitted effect of over 55% in size
#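 qHTS, compounds titrated on V1b-expressing HEK293 cells. Preincubation 30 min at 37C, vasopressin 25 nM for 5 min, lysis 10 min, bead incubation 5 hr at room temperature.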
# Hsp90 Hop PPI: changes Hsp90-Hop TPR2A binding signal, up or down | AlphaScreen TPR2A-His6 binding biotin-Hsp90 C-terminal peptide | Potency, µM (series often up to 57 µM), without a hit: at the top dose activity change, negative = inhibition | 71,000 compounds, 0.44% hits; active = well fitted curve in either direction with a large enough effect; inconclusive = small, poorly fitted or top-dose-only effect, or another doubt; also: potency is read from the fitted curve at half-maximal effect; % is scaled to controls: 0 for no effect and ±100 for the full control effect; many of its hits are not listed in these tables
# TexasRed autofl: Texas Red region autofluorescence; 59,000 compounds, 0.06% hits; max dye-equivalent concentration, M; Compound fluorescence, Texas Red channel, 547/618 nm; active compounds read high; in the data active = max dye-equivalent concentration above about 10 nM; inconclusive = between about 1.1 nM and that limit
#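 Fluorescence at ex 547/em 618 nm, normalized against an on-plate Texas Red standard series to give dye-equivalent concentration per compound concentration. Buffer 100 mM Tris, pH 8.0; 15 min RT incubation before CCD imaging.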
# HBB splice mod: modulators of hemoglobin beta chain splicing | AID 925 | 65,000 compounds, 0.06% hits | HBB splicing reporter cell assay, activation; EGFP reporter with mutant IVS2-654 intron; response scale: normalised to 500 nM splice-correcting PNA | Potency, µM (highest dose often 46.1 µM), for the others: at the highest dose activation, usual class: activators; also: potency is read from the fitted curve at half-maximal effect; 0% is about no effect
#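 HeLa cells stably expressing EGFP interrupted by mutant beta-globin intron 2 (IVS2-654), 500/well in 2% FCS. Treated with compound for 2 days at 37C. Splicing correction scored as total well GFP intensity (488 nm excitation, 500-520 nm emission); 500 nM antisense PNA served as control.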
# ALOX15 inhib: blocks human 15-lipoxygenase activity. 74,000 compounds, 1.4% hits. purified 15hLO-1, xylenol orange hydroperoxide absorbance. AID 887. Potency, µM (top dose mostly 57.1 µM), inactives show at the highest dose activity change, negative = inhibition, usual class: inhibitors; also: potency is read from the fitted curve at half-maximal effect; % is scaled to controls: 0 for no effect and ±100 for the full control effect; nearly all actives have a fitted effect of over 55% in size
#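 Quantitative HTS in 25 mM Hepes pH 7.5 containing 0.01% Triton X-100: human 15hLO-1 at 40 nM, arachidonic acid at 50 uM, 6 min turnover. Product quantified via ferrous oxidation/xylenol orange, 573:405 nm absorbance ratio.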
# HADH2 inh: inhibitors of human HADH2 dehydrogenase; Q99714; recombinant HADH2, NADH fluorescence, beta-hydroxybutyryl-CoA; Potency, µM (highest dose often 57.1 µM), inactives show at the top dose activity change, negative = inhibition, most hits filed as inhibitors; 73,000 compounds, 3.4% hits; AID 886; also: potency is read from the fitted curve at half-maximal effect; % is scaled to controls: 0 for no effect and ±100 for the full control effect; nearly all actives have a fitted effect of over 60% in size; many of its hits are not listed in these tables
# Target sequence (Q99714 whole entry, looked up, one chain of several): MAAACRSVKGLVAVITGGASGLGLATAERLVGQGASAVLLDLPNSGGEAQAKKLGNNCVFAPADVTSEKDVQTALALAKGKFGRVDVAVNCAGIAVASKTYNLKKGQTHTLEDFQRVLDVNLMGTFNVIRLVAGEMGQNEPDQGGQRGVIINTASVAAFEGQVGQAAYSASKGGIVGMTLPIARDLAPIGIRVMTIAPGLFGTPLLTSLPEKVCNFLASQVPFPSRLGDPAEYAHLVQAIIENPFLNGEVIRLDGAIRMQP
#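 Activity measured as NADH fluorescence gain (360/450 nm), taken as the change between first and last reads of a 4-min kinetic run. Conditions: pH 9.0 Tris buffer, 20 nM E. coli-expressed His-tagged enzyme, 1 mM NAD+, 90 uM beta-hydroxybutyryl-CoA; 15-min compound preincubation.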
# Pol III holo inh: blocks replication by bacterial DNA polymerase III holoenzyme. AID 603. reconstituted DNA polymerase III holoenzyme replication, biochemical. Potency, µM (titrated, usually from 57.1 µM), without a hit: at the top dose activity change, negative = inhibition. 71,000 compounds, 0.25% hits; also: potency is read from the fitted curve at half-maximal effect; % is scaled to controls: 0 for no effect and ±100 for the full control effect
#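 Reconstituted *E. coli* holoenzyme (0.35 nM Pol III, 1 nM beta, 154 nM SSB, 2 nM primase) was preincubated with compound for 15 min at RT. Synthesis on 1.4 nM ssM13Gori ran 35 min, then was stopped with PicoGreen/EDTA and read as dsDNA fluorescence.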
# CRE Fsk mod: alters forskolin-stimulated CRE reporter signaling in CHO cells | CHO CRE-bla reporter (cAMP response element driving beta-lactamase), forskolin EC10, beta-lactamase ratio | Potency, µM (doses to about 38.2 µM), for the others: at the top dose activity change, negative = inhibition, actives largely listed as activators | 71,000 compounds, 2.5% hits; active = well fitted activation curve with a large enough effect in the signal ratio, with a control signal flat, not every such curve was filed as active; inconclusive = small, poorly fitted or top-dose-only effect, or effect the other way, or a change in a side signal; the % refers to the signal ratio; also: potency is read from the fitted curve at half-maximal effect; % of control where 0% means no effect
#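 Beta-lactamase reporter under a cAMP responsive element in CHO cells; compounds tested in titration series against EC10 NKH 477, 3 h at 37 °C. Read-out: CCF4 FRET ratio 460nm/530nm (excitation 405nm) giving %Activity, fitted to AC50.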
# FLuc inh: inhibitors of firefly luciferase; 72,000 compounds, 2.2% hits; purified firefly luciferase, luminescence, 8 min; Potency, µM (series often up to 57.1 µM), for inactives: top-dose activity change, negative = inhibition, actives largely listed as inhibitors; AID 411; also: potency is read from the fitted curve at half-maximal effect; % is scaled to controls: 0 for no effect and ±100 for the full control effect; nearly all actives have a fitted effect of over 40% in size
# Target sequence (P08659 whole entry, looked up): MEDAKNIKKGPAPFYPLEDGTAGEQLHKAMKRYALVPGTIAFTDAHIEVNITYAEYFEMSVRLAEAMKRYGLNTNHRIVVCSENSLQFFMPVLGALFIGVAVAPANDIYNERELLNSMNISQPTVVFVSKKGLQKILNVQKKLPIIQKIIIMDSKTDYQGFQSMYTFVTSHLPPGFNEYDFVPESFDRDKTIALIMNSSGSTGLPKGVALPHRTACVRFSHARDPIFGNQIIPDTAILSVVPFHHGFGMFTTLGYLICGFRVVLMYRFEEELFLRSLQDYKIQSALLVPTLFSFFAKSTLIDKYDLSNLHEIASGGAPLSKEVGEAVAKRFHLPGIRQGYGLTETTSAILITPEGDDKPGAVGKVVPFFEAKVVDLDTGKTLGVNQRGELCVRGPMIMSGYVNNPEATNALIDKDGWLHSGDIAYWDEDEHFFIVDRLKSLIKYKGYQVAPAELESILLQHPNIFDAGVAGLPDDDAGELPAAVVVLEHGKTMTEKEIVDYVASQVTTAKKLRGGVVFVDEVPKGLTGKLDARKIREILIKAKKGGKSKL
#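 Luminescence read-out after 8 min at room temperature; enzyme reaction used luciferin plus 10 uM ATP (linear range) in imidazole buffer pH 7.2 with KCl, MgCl2, Tween 20 and BSA. Each sample was run as a titration.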
# Rhodamine fluor: compound autofluorescence in rhodamine spectral region | Rhodamine-region fluorescence, 547/598 nm, Tris buffer; active compounds read high | max dye-equivalent concentration, M | 59,000 compounds, 0.05% hits | AID 594; in the data active = max dye-equivalent concentration above about 11 nM; inconclusive = between about 1.1 nM and that limit
#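 A six-point rhodamine series on each plate calibrates the signal. Compounds sit in 100 mM Tris (pH 8.0) for 15 min at ambient temperature before imaging through 547 nm/598 nm filters.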
# Starred values were filed as active, the others as inactive; i = inactive; ? = inconclusive; nt = not tested or not shown; [ ] = remark or other dose. Unless noted, calls follow the shape of the dose curve; as a rule, active = well fitted curve in the direction sought with a large enough effect; inconclusive = small, poorly fitted or top-dose-only effect, or another doubt; inactive = no such curve, though single readings can be large; an effect the other way counts as inactive or inconclusive. This is a subset; count on the stated rates, not on these rows.
SMILES,Tau fil binding,ERK AVP inh,Hsp90 Hop PPI,TexasRed autofl,HBB splice mod,ALOX15 inhib,HADH2 inh,Pol III holo inh,CRE Fsk mod,FLuc inh,Rhodamine fluor
COc1ccccc1CC1(C)NC(=O)N(CC(=O)N2CCc3ccccc3C2)C1=O (stereo not given),2%,-3%,-1%,?,4.1%[57.5 µM],4%,1%,0%,-15%,4%,i
CCn1cc(S(=O)(=O)CC(=O)Nc2ccc(C)cc2)c2ccccc21,9%,9%,-1%,i,0.2%,-1%,9%,-4%,-6%,0%,i
O=C(c1ccc(Br)o1)N1CCN(C/C=C/c2ccccc2)CC1,0%,-11%,-3%,i,-0.1%,1%,0%,-6%,?,0%,i
Cn1c(=O)c2c(nc(/C=C\c3cccc(Cl)c3)n2C)n(C)c1=O,-1%,-6%,-10%,i,2.7%,-8%,4µM*,-9%,6%,2%,i
CC1=C(C)CC(C(=O)c2ccccc2)C(C(=O)O)C1 (stereo not given),1%,18%,1%,i,1.2%,2%,4%,-2%,?,5%,i
COc1ccc(CC(=O)NCc2cn3ccsc3n2)cc1,-2%,-9%,-3%,i,-0.1%,-3%,-2%,-2%,-3%,0%,i
COc1ccc2[nH]cc(CCNc3ccnc(-c4ccoc4)n3)c2c1,-26%,?,?,?,-1.0%,?,25µM*,-3%,-12%,-4%[2.29 µM],i
COc1cccc(Nc2ncc3ncc(=O)n(Cc4ccc(F)cc4)c3n2)c1,-26%,-2%,7%,i,-0.2%,-12%,6%,-6%,?,1%[11.4 µM],i
COc1ccc(OC)c(NC(=O)C2CCCC2)c1,-1%,-18%,-1%,i,0.0%,7%,3%,-5%,0%,-1%,i
COc1ccc(S(=O)(=O)N2CCC(C(=O)N3CCCC3)CC2)cc1Cl,-9%,-7%,-8%,?,-3.1%,0%,14%,4%,1%,2%,i
Cc1cc2nc(C)n(CCCN)c2cc1C,15%,10%,-2%,i,-1.1%,3%,9%,-5%,-2%,2%,i
COCCCn1cnc2oc3nc4ccccc4nc3c2c1=O,0%,-18%,-3%,?,-3.3%,1%,32µM*,-5%,?,25µM*,i
COc1ccc(OC)c(CCNC(=O)CN2C(=O)CC(C)(C)S(=O)(=O)c3ccccc32)c1,-1%,3%,0%,nt,-0.7%,4%,6%,9%,-1%,-1%,nt
CCCCNC(=O)c1ccccc1C(=O)NCCCC,4%,-9%,-3%,i,0.0%,2%,1%,-5%,-6%,2%,i
CSCCC(NC(=O)c1ccc(=O)n(C)n1)c1nc2ccccc2[nH]1 (stereo not given),-5%,0%,-2%,i,0.0%[57.5 µM],-4%,7%,-4%,3%,1%,i
CC(CCc1ccccc1)NC(=O)c1ccc(Br)o1 (stereo not given),10%,-4%,-1%,i,-0.4%,6%,-2%,-2%,-12%,-3%,i
O=C(O)CSc1nnc(-c2cccnc2)n1Cc1ccccc1,0%,8%,-2%,i,-0.1%[57.5 µM],25%,-10%,-8%,0%,1%,i
COc1ccc(CNC(=O)C2CCN(c3nccs3)CC2)cc1,-10%,-5%,-3%,i,-0.4%[57.5 µM],0%,-8%,-7%,-11%,-4%,i
CCN(Cc1ccccc1)S(=O)(=O)c1ccc(S(=O)(=O)N2CCN(C)CC2)cc1,-5%,9%,?,i,nt,1%,20%,-6%,-2%,4%,i
O=C(CCS(=O)(=O)c1ccc(Cl)cc1)N1CCN(c2ccccc2F)CC1,-8%,2%,1%,?,-0.1%[57.5 µM],-2%,-9%,1%,-14%,0%,i

# Entries of single compounds as entered above.
# Entry for CCCCNC(=O)c1ccccc1C(=O)NCCCC = Tau fil binding: 4%; ERK AVP inh: -9%; Hsp90 Hop PPI: -3%; TexasRed autofl: i; HBB splice mod: 0.0%; ALOX15 inhib: 2%; HADH2 inh: 1%; Pol III holo inh: -5%; CRE Fsk mod: -6%; FLuc inh: 2%; Rhodamine fluor: i
# Entry for CCN(Cc1ccccc1)S(=O)(=O)c1ccc(S(=O)(=O)N2CCN(C)CC2)cc1 = Tau fil binding: -5%; ERK AVP inh: 9%; Hsp90 Hop PPI: ?; TexasRed autofl: i; HBB splice mod: nt; ALOX15 inhib: 1%; HADH2 inh: 20%; Pol III holo inh: -6%; CRE Fsk mod: -2%; FLuc inh: 4%; Rhodamine fluor: i

# Continued:
SMILES,Tau fil binding,ERK AVP inh,Hsp90 Hop PPI,TexasRed autofl,HBB splice mod,ALOX15 inhib,HADH2 inh,Pol III holo inh,CRE Fsk mod,FLuc inh,Rhodamine fluor
CCOC(=O)c1oc2ccccc2c1CN1CCOCC1,2%,10%,1%,i,nt,9%,11%,-7%,?,3%,i
COc1cc(OC)cc(C(=O)Nc2cccc(NC(C)=O)c2)c1,-8%,-10%,-2%,nt,0.3%[9.22 µM],3%,4%,1%,1%,-2%,nt
c1ccc(Nc2nc(-c3ccncc3)cs2)nc1,23%,?,-1%,nt,0.7%,11%,5%,-1%,11%,7.9µM*,nt
COC(=O)CCC(=O)N1CCc2cc(S(=O)(=O)N3CCc4ccccc43)ccc21,14%,-6%,6%,i,-2.1%,-4%,16%,3%,?,1%,i
Cc1ccc(S(=O)(=O)C2(C(=O)NCc3ccc4c(c3)OCO4)CC2)cc1,-8%,0%,-5%[2.3 µM],nt,-1.5%,-2%,-4%,2%,-13%,3%,nt
CC(C)(C)n1nnnc1C(c1cccc(C#N)c1)N1CCC(Cc2ccccc2)CC1 (stereo not given),-8%,1%,0%,i,-0.3%[57.5 µM],1%,12%,-6%,-1%,2%,i
O=C1C(C=NCCCN2CCCC2=O)=C(O)c2ccccc21,-8%,9%,2%,i,nt,2%,-12%,-1%,2%,-23%,i
CC(=O)NC(=O)NC1CSCC1OC(C)=O (stereo not given),2%,-18%,-7%,?,-0.5%,2%,5%,-8%,-3%,1%,i
CC(C)(C)NC(=O)NC(=O)COc1ccccn1,-4%,-3%,-2%,i,-0.3%[57.5 µM],4%,15%,2%,-13%,1%,i
COc1ccccc1CNC(=O)CC(NS(=O)(=O)c1ccc(C)cc1)c1ccco1 (stereo not given),-2%,10%,1%,i,-0.3%,?,2%,-1%,-21%,5%,i
CCOC(=O)c1cccc(NC(=O)C2CCCN(S(=O)(=O)c3cnc[nH]3)C2)c1 (stereo not given),7%,-12%,0%,nt,-0.8%,8%,9%,-3%,-6%,0%,nt
Cc1nn(CC(=O)Nc2ccccn2)c(=O)c2ccccc12,-6%,-26%,-7%,i,-1.8%,6%,-3%,3%,16%,0%,i
CCN(CC)S(=O)(=O)c1cccc(C(=O)N2CCCCC2)c1,3%,-15%,1%,i,-0.4%,1%,8%,-2%,0%,5%,i
O=c1ccn([C@@H]2O[C@@H](COP(=O)(O)OP(=O)(O)O)[C@H](O)[C@@H]2O)c(=O)[nH]1,-9%,-12%,-9%,i,-0.3%,3%,-7%,11%,-2%,1%,i
O=c1cc(CO)oc(CN2CCC(Cc3ccccc3)CC2)c1O,-19%,-4%,-3%,?,1.0%[0.369 µM],?,6%,-2%,-2%,1%,i
COC(=O)c1ccccc1NC(=O)Nc1cnccn1,-2%,-5%,2%,?,-1.4%,0%,3%,-5%,-6%,0%,i
COC(=O)c1ccc(C(/C=C/[C@@H](C)C(=O)NCc2ccccc2)NC(=O)OCc2ccccc2)cc1 (stereo not given in full),i,7%,-2%,nt,-0.8%,3%,12%,-1%,2%,nt,nt
CN1CCN(CCN2CCn3c2nc2ccccc23)CC1,38%,2%,?,i,0.6%,-12%,28%,2%,-1%,1%,i
COc1ccccc1-c1cc(C2CC2)nc(N)c1C#N,-5%,-10%,0%,nt,-0.6%[9.22 µM],-7%,?,0%,10µM*,-1%,nt
COC(=O)c1nc2n(n1)C(c1cccc(Cl)c1)C1=C(CC(C)(C)CC1=O)N2 (stereo not given),0%,-15%,-6%[2.3 µM],nt,-0.7%,-14%,2%,-7%,14%,2%,nt
CN(CCc1ccccn1)S(=O)(=O)c1ccccc1F,8%,4%,0%,i,0.1%,6%,?,-9%,?,3%,i
CCCC(=O)Nc1nnc(COC)s1,9%,1%,-6%,i,1.7%,7%,?,2%,2%,0%,i
COCCn1nnnc1CN(Cc1cccnc1)Cc1cc2cc(OC)ccc2[nH]c1=O,0%,-2%,-5%,?,0.0%[57.5 µM],12%,0%,-6%,14%,1%,i

# Compound activity: PubChem, National Center for Advancing Translational Sciences (NCATS)
